# GSK3beta inhib: blocks human GSK3beta kinase activity; P49841; GST-GSK3beta kinase, ADP-Glo luminescence, 60 min; active compounds read low; activity score (negative = inhibition), % at 10 µM; actives 0.038% (n = 300,000); AID 2097;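 active = more than half of replicate wells score below -50%, meaning over 50% inhibition versus plate controls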;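 note: 0% = median DMSO wells and -100% = median GW8510 positive control wells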
# Target sequence (P49841 whole entry, looked up): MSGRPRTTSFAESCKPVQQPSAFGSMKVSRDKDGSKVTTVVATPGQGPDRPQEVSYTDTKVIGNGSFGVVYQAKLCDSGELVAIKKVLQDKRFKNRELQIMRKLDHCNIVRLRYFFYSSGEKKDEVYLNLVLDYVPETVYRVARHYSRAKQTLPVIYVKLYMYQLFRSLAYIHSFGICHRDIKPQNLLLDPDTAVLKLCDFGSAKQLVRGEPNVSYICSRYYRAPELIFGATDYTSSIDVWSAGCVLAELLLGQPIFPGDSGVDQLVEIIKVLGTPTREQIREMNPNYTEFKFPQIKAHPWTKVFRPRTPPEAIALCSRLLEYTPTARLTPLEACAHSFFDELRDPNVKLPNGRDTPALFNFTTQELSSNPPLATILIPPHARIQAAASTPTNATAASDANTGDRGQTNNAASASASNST
#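 Test system – GST-tagged human GSK3beta kinase, cell-free · Incubation – 60 min enzyme reaction, room temperature · Signal – ADP-Glo luminescence · Also added – peptide substrate and ATP at 25 µM · Controls – DMSO neutral wells and GW8510 at 20 µM as positive · Buffer or medium – Tris/MgCl2 kinase buffer · Measure – Luminescence-derived activity versus plate DMSO and GW8510 wells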
# Platelet DG rel: modulates dense granule release in human platelets; human platelet-rich plasma, SFLLRN dense granule ATP release, luminescence; actives 0.22% (n = 300,000); inhibition, %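 (compounds screened at 7.5 µM in platelet-rich plasma)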;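 active = mean replicate score, as percent of positive control, at or above 50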
# HSF1 inh: HSF1 inhibition; NIH3T3-HGL HSE-luciferase, MG132-induced, luminescence 8 h; active compounds read low; activity change, negative = inhibition, % at 7.5 µM (by protocol); actives 0.77% (n = 300,000);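 active = more than half of replicate wells show activity change below -50%, luminescence cut by over half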;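 note: luciferase reports HSF-1 transcriptional activity via heat shock element; 0% = median of DMSO wells and -100% = zero luminescence signal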
# KLF5 inh: kruppel-like factor 5 inhibition. DLD-1 KLF5 promoter-luciferase reporter, luminescence. inhibition, % at 5 µM. actives 0.23% (n = 290,000). AID 1700;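 active = inhibition above a per-plate limit of that plate's mean compound inhibition plus 3 SD, cut at about 60% in these data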;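 note: 0% = DMSO wells and 100% = LY294002 at 200 µM; higher means less KLF5 promoter-driven luciferase light; inactives centre near -14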
# HSF1 activator: increases HSF-1 driven luciferase reporter signal; AID 504408; actives 1.7% (n = 300,000); activation, % at 9 µM; NIH3T3-HGL HSF-1 luciferase reporter, MG132, 8 h; 100% = twice DMSO control signal;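 active = mean replicate activation of at least 50% with a set share of replicates each reaching 50%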;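 note: 0% = median of the neutral control wells and 100% = twice that signal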
# aSyn 5UTR inh: MLPCN primary screen, SNCA 5' untranslated region; alpha-synuclein 5'UTR reporter, inhibitor activity; inhibition, % (tested at 7.5 µM); actives 0.82% (n = 300,000); AID 1813; in the data active = inhibition above about 60%;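 note: H4 neuroglioblastoma cells stably carrying SNCA 5'UTR luciferase fusion; 0% = DMSO wells and 100% = positive control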
# IEC-6 tox: kills IEC-6 intestinal cells in KLF5 counter-screen | IEC-6 cytotoxicity, luminescence viability | inhibition, % at 5 µM | actives 0.78% (n = 290,000); in the data active = inhibition above about 22%;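 note: 0% = plate median of test compound wells and 100% = cytotoxic reference compound wells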
# Dyrk1A ADPGlo: blocks rat Dyrk1A kinase activity; Q63470; ADP-Glo luminescence, NFATc1 peptide; inhibition, % at 12.5 µM; actives 0.43% (n = 310,000); AID 504441; in the data active = inhibition above about 50%;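 note: plate controls were vehicle with enzyme for no effect and no enzyme for full effect; many of its hits are not listed in these tables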
# GSK3A inh: human GSK-3 alpha kinase inhibition; P49840; ADP-Glo luminescence, 60 min; inhibition, % at 10 µM; actives 0.1% (n = 320,000); AID 2650;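 in the data active = inhibition above about 50%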;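 note: GST-tagged GSK-3 alpha with peptide substrate and 25 µM ATP; 0% = DMSO neutral wells and 100% = GW8510 positive control wells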
# Target sequence (P49840 whole entry, looked up): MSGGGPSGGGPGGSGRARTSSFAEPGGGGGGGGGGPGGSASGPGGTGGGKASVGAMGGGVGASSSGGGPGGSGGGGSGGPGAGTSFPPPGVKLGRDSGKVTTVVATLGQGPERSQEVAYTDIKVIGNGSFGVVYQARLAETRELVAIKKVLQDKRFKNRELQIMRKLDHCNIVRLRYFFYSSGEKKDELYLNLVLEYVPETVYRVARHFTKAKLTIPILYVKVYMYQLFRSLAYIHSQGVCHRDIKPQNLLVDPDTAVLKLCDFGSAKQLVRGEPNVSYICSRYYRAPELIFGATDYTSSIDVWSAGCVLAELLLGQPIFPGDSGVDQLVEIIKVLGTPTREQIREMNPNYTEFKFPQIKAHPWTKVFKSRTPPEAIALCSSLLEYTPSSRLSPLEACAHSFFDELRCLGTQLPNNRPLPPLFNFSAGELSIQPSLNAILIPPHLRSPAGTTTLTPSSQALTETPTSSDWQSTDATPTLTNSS
# HSP90 inh: blocks HSP90-mediated luciferase refolding in reticulocyte lysate. Rabbit reticulocyte lysate, luciferase refolding luminescence, 3 h. inhibition, % at 5.6 µM. actives 0.91% (n = 290,000);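 active = inhibition above the screen-wide mean plus 3 SD, computed separately per campaign, cut at about 16% in these data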;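 note: 0% = DMSO wells and 100% = 60 µM geldanamycin wells; inhibitors lower the luminescence because luciferase stays unfolded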
# * marks the source's active call; other numbers are inactive results; . = no result given. The list is partial; rates above refer to the full screens.
SMILES,GSK3beta inhib,Platelet DG rel,HSF1 inh,KLF5 inh,HSF1 activator,aSyn 5UTR inh,IEC-6 tox,Dyrk1A ADPGlo,GSK3A inh,HSP90 inh
O=C(c1ccccc1)c1cccc(NC(=O)c2ccco2)c1,0,2,16,-78,21,-120,-8,8,0,1
CCOc1cc(N2CCOCC2)c(OCC)cc1NC(=S)NCCCOC,2,-19,-19,-12,-25,0,-2,.,0,-1
CC1(C)CC(=O)c2cn3nc(C(F)(F)F)nc3nc2C1,-1,8,-4,-27,0,10,-1,-4,0,-5
Cc1ccc(S(=O)(=O)Nc2ccccc2C(=O)Nc2nc(-c3ccc(F)cc3)cs2)cc1,1,-11,-1,-3,-6,40,13,-17,.,-6
Oc1ccccc1C(=S)N1CCN(c2cccc(Cl)c2)CC1,4,14,28,-27,34,-4,2,15,-1,-2
CCOC(=O)c1cccc2c(=O)c(C(=O)c3ccc(Cl)cc3)c(C(=O)OC)[nH]c12,0,-12,-4,4,-9,-11,8,4,1,-2
COc1nc(-c2ccccc2)cc(-c2ccccc2)n1,-5,-1,-2,-5,2,28,3,-5,0,2
CCOC(=O)C1CCN(C(=O)C2CCN(S(=O)(=O)c3ccc4ccccc4c3)CC2)CC1,-6,19,-1,-4,1,12,3,.,0,3
CCOc1ccc(N(CC(=O)Nc2cccc(N(C)S(C)(=O)=O)c2)S(=O)(=O)c2ccccc2)cc1,3,3,-1,12,13,10,7,0,1,4
O=C(NCc1ccc2c(c1)OCO2)c1ccc(N2CCCCCC2)c([N+](=O)[O-])c1,0,-19,12,-5,14,44,8,-3,0,5
Cc1cc[n+](CC(=O)N2CCCc3ccccc32)cc1,2,-9,4,9,-1,14,2,-5,-2,0
C=CCOC(=O)C1=C[C@H](c2ccccc2)[C@@H](CCCO)[C@H](OCC)O1,2,-2,2,-19,-18,28,4,2,-2,6
C=CCSc1nc(=O)n2ccccc2n1,2,-2,-1,-2,0,5,-6,-3,-2,2
CN(CC(=O)Nc1ccc(N2CCOCC2)cc1)C(=O)C1CCCC1,2,20,2,-21,-9,-9,-4,2,-3,3
CCOC(=O)c1cnc(-n2nc(C)cc2C)nc1N1CCOCC1,0,10,.,-3,.,20,8,1,-1,3
COc1ccccc1-c1nnc(SCc2nc3ccccc3s2)n1C,0,-1,19,-20,34,-109,-6,17,.,3
Cc1sc2ncn(CC(=O)N(C)C3CCCCC3)c(=O)c2c1C,-5,19,-2,.,6,-3,.,-1,.,.
COc1cc(/C=C2\CCOC2=O)cc(OC)c1OC,-4,-3,1,-27,-5,-1,-3,2,3,5
COc1ccccc1-n1c(SCC(=O)NC2CCCCC2)nc2c(c1=O)SCC2,-4,9,14,-33,24,0,5,2,2,-1
CCCCn1c2ccc(C)cc2c2nnc(SCCN3CCCCC3)nc21,2,-7,2,-13,-6,-5,-11,6,3,-3
Cc1ccc(C(=O)NC2CCCC2)s1,-2,-1,-1,-42,-5,-24,3,3,-3,13
O=[N+]([O-])c1cccc(S(=O)(=O)Nc2ccc(-c3ccc(N4CCOCC4)nn3)cc2)c1,2,7,5,.,-2,-19,.,-13,0,.
O=C(NC1CCCCC1)c1ccc(CS(=O)Cc2ccccc2Cl)o1 (centres undefined),0,15,3,-10,3,11,4,-2,0,2
O=C1/C(=C/c2cccs2)SC(=S)N1C1CCS(=O)(=O)C1 (centres undefined),1,0,7,14,23,-6,-3,.,0,0
COc1ccc(S(=O)(=O)NC(N)=NCCc2ccccc2OC)cc1,-5,12,-2,-27,8,-11,-1,3,-2,-3
COc1cc(C(=O)NCC(=O)OCc2cc(=O)oc3c(C)c(C)ccc23)cc(OC)c1OC,-5,-3,9,-5,16,-6,6,1,2,1
Cc1cccc2c3nc4ccccc4nc3n(CCCN3C(=O)c4ccccc4C3=O)c12,3,-4,5,-158,12,10,10,3,.,25*
CS(=O)(=O)Oc1ccc2c(c1)O/C(=C\C=C\c1ccccc1)C2=O,1,-7,56,-3,109*,-81,-6,-3,-2,4
S=C(NCCc1ccncc1)Nc1ccccc1,-3,-2,7,-22,0,10,-4,3,5,-1
Cc1cccn2c(=O)c3cc(C(=O)NCCCOC(C)C)sc3nc12,4,5,5,-41,20,0,6,2,2,-4
COc1ccc(Cl)cc1NC(=O)CN1CCC(n2nnc3ccccc32)CC1,-1,2,-4,-29,0,30,4,-3,-3,-1
Cc1sc2nc(SCC(=O)O)[nH]c(=O)c2c1C,-1,-8,-3,-17,2,7,-4,0,3,-3
CN(C)/C=C/C(=O)c1ccc(S(=O)(=O)c2ccccc2)cc1,-5,6,-45,-14,-54,21,-4,1,0,-1
O=C(Nc1cccnc1)c1cn(-c2ccccc2)nc1-c1cccs1,-1,1,12,-70,16,-84,-3,1,0,-3
CN1CCN(NC(=O)c2ccc(Br)c(S(=O)(=O)N3CCOCC3)c2)CC1,3,-1,-1,-13,-5,-16,0,-6,0,2
O=C(C1c2ccccc2Oc2ccccc21)N1CCN(c2ccc(Cl)cc2)CC1,.,.,.,-28,.,.,-2,-6,-1,-3
CCOC(=O)CNc1c(N2CCN(c3ccccn3)CC2)c(=O)c1=O,-2,16,-1,3,7,-4,7,1,-1,2
CCOC(=O)CN(C(=O)COc1nc(-c2ccccc2)cc(C)c1C#N)c1cccc(OC)c1,-1,10,15,0,45,18,-4,1,0,1
O=C(CNC(=O)c1ccc(S(=O)(=O)N2CCCC2)cc1)N/N=C/c1ccco1,-3,-4,-2,4,-2,13,5,-1,-1,1
COc1ccc(CCN(C)C(=O)CN2C(=O)c3ccccc3S2(=O)=O)cc1OC,-1,2,1,5,-6,19,-11,2,-1,0
O=C(CCCn1c(=S)[nH]c2cc3c(cc2c1=O)OCO3)N1CCN(c2ccccn2)CC1,.,.,.,-8,.,.,-8,0,.,0
O=C(O)CSCC(=O)NCc1csc2ccc(Cl)cc12,2,8,-1,-50,0,-12,-3,.,-4,3
Nc1nc(Oc2ccc(F)cc2)c(Br)c(=O)[nH]1,.,-4,-64*,-26,-72,8,-3,6,2,5
CCc1cc2c(=O)c(-c3cscn3)coc2c(CN(C)C)c1O,3,-17,3,-20,9,26,-8,-3,0,-3
COc1ccc(-c2nnn(Cc3ccccc3)n2)cc1OC,0,1,1,-16,5,-23,-1,19,-2,-4
CCCCOc1ccc(C(=O)NCCC(=O)NCCCC(=O)OCC)cc1,-1,-31,-4,-25,3,2,-8,3,-1,3
Cc1cc(Cl)c2c(c1)[C@]1(C(=O)N2)[C@@H]2C(=O)N(Cc3ccccc3)C(=O)[C@@H]2[C@@H]2CCCN21,-4,-1,-8,-18,-2,-17,6,8,0,5
Cc1cc(C)c(S(=O)(=O)N2CCCCC2CCNC(=O)C(=O)NCC2CCCO2)c(C)c1 (centres undefined),-2,8,-2,.,-11,0,.,-6,-7,.
COc1ccc(NC(=O)c2sc3nc(C)cc(C)c3c2N)cc1,1,8,-5,-222,11,-172,3,.,.,-1
CC1(C)N=C(N)N=C(N)N1c1ccc(Oc2ccc(Cl)cc2)c(Cl)c1,-29,1,-6,2,5,85*,55*,7,2,0

# Arranged by number of heavy atoms (descending): 3 of the compounds above.
SMILES,GSK3beta inhib,Platelet DG rel,HSF1 inh,KLF5 inh,HSF1 activator,aSyn 5UTR inh,IEC-6 tox,Dyrk1A ADPGlo,GSK3A inh,HSP90 inh
CCOC(=O)C1CCN(C(=O)C2CCN(S(=O)(=O)c3ccc4ccccc4c3)CC2)CC1,-6,19,-1,-4,1,12,3,.,0,3
CN1CCN(NC(=O)c2ccc(Br)c(S(=O)(=O)N3CCOCC3)c2)CC1,3,-1,-1,-13,-5,-16,0,-6,0,2
COc1ccc(-c2nnn(Cc3ccccc3)n2)cc1OC,0,1,1,-16,5,-23,-1,19,-2,-4

# Records listed so far shown as hits in HSF1 activator:
SMILES	GSK3beta inhib	Platelet DG rel	HSF1 inh	KLF5 inh	HSF1 activator	aSyn 5UTR inh	Dyrk1A ADPGlo	GSK3A inh	HSP90 inh
CS(=O)(=O)Oc1ccc2c(c1)O/C(=C\C=C\c1ccccc1)C2=O	1	-7	56	-3	109*	-81	-3	-2	4

# Additional records follow.
SMILES,GSK3beta inhib,Platelet DG rel,HSF1 inh,KLF5 inh,HSF1 activator,aSyn 5UTR inh,IEC-6 tox,Dyrk1A ADPGlo,GSK3A inh,HSP90 inh
COc1ccccc1NC(=O)NNC(=O)COc1ccc2ccccc2c1,8,-6,5,-40,26,23,2,3,-87,3
COc1cc(/C=C/C(=O)OCC(=O)NC(=O)NC(C)(C)C)ccc1OCC#N,-1,-2,.,-19,.,23,0,2,-2,-5
Cn1c(SCC(=O)Nc2nccs2)nnc1-c1ccc(S(=O)(=O)N2CCCC2)cc1,-11,9,-2,-19,-5,27,0,-5,-4,-6
CC(=O)Nc1ccc(S(=O)(=O)N(C)CC(=O)OCC(=O)Nc2ccc3c(c2)OCO3)cc1,-1,5,-40,-16,-52,0,-4,0,-2,-5
CC(=O)c1cc(-c2ccccc2)n(CC(=O)NC(C)(C)C)c1C,2,0,-11,-14,-23,11,-2,5,2,3
CC(=O)c1ccc(N2CCN(C(=O)CCS(=O)(=O)c3ccc4c(c3)CCN4C(C)=O)CC2)cc1,0,-16,-8,-17,-7,-21,-11,2,1,-3
Nc1n[nH]c(C2CCCCC2)n1,-8,0,27,2,29,-31,0,1,1,4
COc1ccccc1N1CCN(c2nc(C)cc(C)c2C#N)CC1,3,-1,0,-28,2,10,7,-1,-4,-2
COCc1[nH][nH]c(=O)c1C=Nc1ccc(Cl)cc1,-1,-5,40,-7,43,-21,-1,10,3,3
COc1ccc(CCN(C)C(=O)COc2ccc(C(=O)c3ccccc3)cc2)cc1OC,-5,18,-3,.,-16,42,.,-3,-1,.

# 7 of the compounds above, with two lines to a compound:
# Results follow in this order: GSK3beta inhib, Platelet DG rel, HSF1 inh, KLF5 inh, HSF1 activator, aSyn 5UTR inh, IEC-6 tox, Dyrk1A ADPGlo, GSK3A inh, HSP90 inh
COc1ccccc1NC(=O)NNC(=O)COc1ccc2ccccc2c1
  8, -6, 5, -40, 26, 23, 2, 3, -87, 3
COc1cc(/C=C/C(=O)OCC(=O)NC(=O)NC(C)(C)C)ccc1OCC#N
  -1, -2, ., -19, ., 23, 0, 2, -2, -5
Cn1c(SCC(=O)Nc2nccs2)nnc1-c1ccc(S(=O)(=O)N2CCCC2)cc1
  -11, 9, -2, -19, -5, 27, 0, -5, -4, -6
CC(=O)Nc1ccc(S(=O)(=O)N(C)CC(=O)OCC(=O)Nc2ccc3c(c2)OCO3)cc1
  -1, 5, -40, -16, -52, 0, -4, 0, -2, -5
CC(=O)c1cc(-c2ccccc2)n(CC(=O)NC(C)(C)C)c1C
  2, 0, -11, -14, -23, 11, -2, 5, 2, 3
CC(=O)c1ccc(N2CCN(C(=O)CCS(=O)(=O)c3ccc4c(c3)CCN4C(C)=O)CC2)cc1
  0, -16, -8, -17, -7, -21, -11, 2, 1, -3
Nc1n[nH]c(C2CCCCC2)n1
  -8, 0, 27, 2, 29, -31, 0, 1, 1, 4

# Source: PubChem (several laboratories)
